S2 tox = cell viability loss in ATXN counter-screen | S2 cells (HEK-293 line with an ATXN2-luciferase reporter) viability, CellTiter-Fluor protease fluorescence, 24 h | Potency, µM (titrated, usually from 56.7 µM), actives largely listed as cytotoxic | hit rate 0.49% among 400,000 | AID 651635; note: potency is the fitted concentration of half-maximal effect; nearly all actives have a fitted effect of over 40% in size
HepG2 tox = counter-screen for TGF-b inhibitors: cytotoxicity in HepG2 cells. HepG2 CAGA-GFP viability, ATP luminescence, 18 h. Potency, µM (top dose mostly 46.1 µM), for inactives: at the highest dose activity change, negative = cytotoxicity, hits mostly cytotoxic. hit rate 0.76% among 410,000. AID 588856; note: potency is the fitted concentration of half-maximal effect; some results filed as inactive show a strong effect at the top dose
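HepG2 CAGA-GFP cells (1000/well, DMEM with 1% FBS) received compound, then TGF-beta at 500 pg/mL final, and were incubated 18 hours at 37 degrees C. Viability was read by CellTiter-Glo luminescence. Media-only wells were set as complete cell-killing and DMSO as no toxicity.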
IL-2 act = activates IL-2 in a cell-based reporter assay; IL-2 activation reporter assay, cell-based qHTS; stimulated with anti-CD3/CD4/CD28 beads; in transgenic mouse T cells; activation, % (series mostly up to about 46 µM); hit rate 0.065% among 360,000; AID 652025; in the data active = activation above about 50%; inconclusive = mostly about 30% to 49%; note: 0% is about no effect
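Quantitative HTS in unstimulated transgenic mouse T cells, with memory T cells as non-tolerant control and PMA/ionomycin as tolerance-bypass control. Compound pretreatment lasted 60 minutes before 18 h bead stimulation; EGFP/DsRed fluorescence read.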
A549 tox = A549 cytotoxicity, counter-screen for Nrf2 inhibitors; hit rate 0.16% among 390,000; A549 ARE-Fluc cells, CellTiter-Fluor viability, 18-24 h; Potency, µM (series often up to 46 µM), for inactives: at the top dose activity change, negative = cytotoxicity, usual class: inhibitors; note: potency is the fitted concentration of half-maximal effect; % is set by controls: 0 for no effect and ±100 for the full control effect
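Cytotoxicity counterscreen: CellTiter-Fluor fluorescence was measured in A549 ARE_Fluc cells after 18-24 h of compound exposure in a concentration series. The subsequent BugLite luminescent read reports ARE-luciferase activity.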
TGFb SMAD3 inh = inhibitors of TGF-b signaling | HepG2 CAGA-GFP TGF-b/SMAD3 reporter, GFP fluorescence, 18 h; TGF-beta stimulated, 500 pg/mL final | Potency, µM (series often up to 46.1 µM), for inactives: top-dose activity, negative = inhibition, usual class: inhibitors | hit rate 1.2% among 410,000 | AID 588855; note: potency is the fitted concentration of half-maximal effect; % is set by controls: 0 for no effect and ±100 for the full control effect; nearly all actives have a fitted effect of over 65% in size
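Inhibition of TGF-beta-driven CAGA-GFP reporter expression in HEPG2 cells is measured by cellular GFP fluorescence after 18 h stimulation with 500 pg/mL recombinant TGF-beta in 1% FBS medium at 37 degrees C.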
ATXN2 expr inh = ATXN2 expression inhibition. HEK-293 ATXN2-luciferase reporter, luminescence, 24 h. Potency, µM (doses to about 57 µM), inactives show at the top dose activity change, negative = inhibition, actives largely listed as inhibitors. hit rate 0.72% among 360,000. AID 1745845; note: potency is the fitted concentration of half-maximal effect; % is set by controls: 0 for no effect and ±100 for the full control effect; nearly all actives have a fitted effect of over 55% in size
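qHTS (up to 57 uM final) was run with 24 h compound exposure of reporter cells at 37 °C. Each well was multiplexed: SteadyGlo luminescence measured ATXN2-luciferase expression after a fluorogenic Gly-Phe-AFC viability readout (25 uM final).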
Nrf2 activator = Nrf2 pathway activation | AID 624171 | Potency, µM (series often up to 46.1 µM), for inactives: at the top dose activation, usual class: activators | hit rate 0.31% among 410,000 | AREc32 ARE-luciferase reporter (MCF7-derived line), luminescence, 24 h; note: potency is the fitted concentration of half-maximal effect; % of control where 0% means no effect; nearly all actives have a fitted effect of over 65% in size
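AREc32 cells carrying an ARE-driven firefly luciferase reporter were seeded at 1000 cells/well in OPTI-MEM with 5% FBS, then exposed to compound for 24 hr at 37 deg C. Luminescence was read with Steady-Glo after 30 min at RT.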
Nrf2 block = blocks Nrf2 signaling; A549 ARE-Fluc reporter, luciferase luminescence, 18-24 h; Potency, µM (doses to about 46 µM), inactives show at the top dose activity change, negative = inhibition, usual class: inhibitors; hit rate 2.1% among 360,000; AID 504444; note: potency is the fitted concentration of half-maximal effect; % is set by controls: 0 for no effect and ±100 for the full control effect; nearly all actives have a fitted effect of over 60% in size
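Quantitative HTS in A549 cells stably bearing an antioxidant response element-firefly luciferase construct. Inhibition of Nrf2-driven transcription was scored by luminescence after 18-24 h of compound exposure at 37 °C.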
EPAC2 ag = activates human EPAC2 exchange factor; Q8WZA2; EPAC2 activation, biochemical qHTS; response scale: 100% = 6.5 mM cAMP response; Potency, µM (titrated, usually from 154 µM), without a hit: at the top dose activation, usual class: activators; hit rate 0.079% among 360,000; note: potency is the fitted concentration of half-maximal effect; nearly all actives have a fitted effect of over 50% in size
Target sequence (Q8WZA2 whole entry, looked up): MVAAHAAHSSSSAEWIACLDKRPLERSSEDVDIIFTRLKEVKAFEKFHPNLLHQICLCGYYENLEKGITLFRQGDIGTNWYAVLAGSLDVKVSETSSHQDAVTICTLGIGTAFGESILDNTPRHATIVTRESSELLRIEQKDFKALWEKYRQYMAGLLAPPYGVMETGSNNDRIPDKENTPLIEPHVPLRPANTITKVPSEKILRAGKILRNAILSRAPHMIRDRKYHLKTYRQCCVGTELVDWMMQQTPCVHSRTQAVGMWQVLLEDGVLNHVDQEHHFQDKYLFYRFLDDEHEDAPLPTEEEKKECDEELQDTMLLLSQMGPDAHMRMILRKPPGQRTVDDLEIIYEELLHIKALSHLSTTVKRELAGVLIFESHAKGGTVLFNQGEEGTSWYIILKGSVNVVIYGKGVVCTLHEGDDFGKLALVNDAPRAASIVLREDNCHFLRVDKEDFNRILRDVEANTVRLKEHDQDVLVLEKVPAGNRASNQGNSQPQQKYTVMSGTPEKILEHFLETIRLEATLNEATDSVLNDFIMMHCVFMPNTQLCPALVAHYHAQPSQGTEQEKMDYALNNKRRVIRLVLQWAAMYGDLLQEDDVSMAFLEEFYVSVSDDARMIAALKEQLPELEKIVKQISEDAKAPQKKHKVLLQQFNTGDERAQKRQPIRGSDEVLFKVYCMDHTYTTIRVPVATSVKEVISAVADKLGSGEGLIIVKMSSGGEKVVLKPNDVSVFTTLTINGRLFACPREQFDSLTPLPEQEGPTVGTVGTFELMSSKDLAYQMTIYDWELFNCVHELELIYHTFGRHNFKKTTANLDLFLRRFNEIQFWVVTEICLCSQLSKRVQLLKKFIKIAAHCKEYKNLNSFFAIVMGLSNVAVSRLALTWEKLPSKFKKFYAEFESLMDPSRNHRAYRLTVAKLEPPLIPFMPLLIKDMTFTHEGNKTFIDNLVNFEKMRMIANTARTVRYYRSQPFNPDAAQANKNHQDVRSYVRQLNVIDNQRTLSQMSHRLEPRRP
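Guanine nucleotide exchange by EPAC2 is measured as reduced fluorescence of BODIPY-GDP once it is released from 250 nM Rap1B. Plates are read kinetically for 30 min at room temperature; results are scaled to 6.5 mM cAMP.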
The depositor's hits bear a star; i = inactive; ? = inconclusive; / = no result given; [ ] = dose if it differs, or a comment. Unless noted, calls come from the whole dose curve; as a rule, active = well fitted curve in the direction sought with a large enough effect; inconclusive = small, poorly fitted or top-dose-only effect, or another doubt; inactive = no such curve, though single readings can be large; an effect the other way counts as inactive or inconclusive. Not a hit list; about 4.3% have a hit in one of these screens.

SMILES	S2 tox	HepG2 tox	IL-2 act	A549 tox	TGFb SMAD3 inh	ATXN2 expr inh	Nrf2 activator	Nrf2 block	EPAC2 ag
Cc1ccc(NS(=O)(=O)c2cccc(C(=O)Nc3cc(C)on3)c2)cc1	i	-32%	-4.1	2%	-15%	-13%	4.8%	?	12%
COC(=O)c1ccccc1NC(=O)C(C)n1nc(C)c2c(C)n(-c3ccccc3)nc2c1=O (stereo not given)	i	5%	-0.3	2%	-1%	/	-0.4%	-12%	6%
COC/C=C/C1=CC2=CC(=O)C(C)(OC(=O)c3cnc4ccccc4n3)C(=O)C2=CN1CC1CC1 (stereo not given)	i	-4%	-0.4	-7%	-9%	4%	0.1%	-5%	9%
COC(=O)c1cc(Cl)ccc1NCC(N)c1ccccc1 (stereo not given)	?	-73%	-0.6	/	?	?	0.5%	/	7%
Cc1ccc2oc(=O)n(CC(=O)N3CCOCC3)c2c1	i	-14%	0.9	4%	-12%	/	-0.3%	-10%	10%
CC1CCCC(NC(=O)C2CCN(S(=O)(=O)c3cccc4nonc34)CC2)C1C (stereo not given)	i	11%	-0.1	5%	7%	-12%	0.0%	-5%	7%
O=C(N/N=C/c1cc(Br)c(O)c(Br)c1)c1cccnc1	i	6%	-5.2	2%	10%	-20%	0.5%	-9%	11%
CNC(=O)C1=NCCCc2cc(OC)c(OC)cc21	i	0%	0.0	-1%	4%	10%	-0.3%	6%	6%
O=C(NCC1CCCO1)c1nn2c(c1Cl)NC(c1ccc(F)cc1)CC2C(F)(F)F (stereo not given)	i	-19%	0.6	1%	-2%	2%	2.8%	-21%	2%
CNC(=O)c1ccccc1F	i	0%	-0.7	3%	27%	1%	-0.6%	6%	10%
COc1ccccc1CNC(=O)CN1C(=O)NC(C)(c2ccc(C(C)(C)C)cc2)C1=O (stereo not given)	i	3%	-0.5	-18%	-8%	-1%	-0.8%	-23%	-5%
CC(C)Oc1ccc2ccccc2c1C=O	i	-6%	-3.2	0%	1%	3%	0.3%	5%	4%
Cc1cc2nc(-c3ccc(SCC(=O)Nc4ccc(S(=O)(=O)NC5CC5)cc4)nc3)[nH]c2cc1C	i	-44%	1.5	-2%	?	97%[activator]	0.0%	?	5%
Cc1cccc(Cn2cc(S(=O)(=O)c3ccc(Cl)cc3)c(=O)c3cc4c(cc32)OCO4)c1	i	-18%	/	6%	16%	-8%	-0.7%	16%	/
COc1cc(C(=O)Nc2ccc(N(C)C)cc2)c([N+](=O)[O-])cc1OC	i	1%	-2.1	-6%	?	41%[activator]	4.4%	-6%	6%
O=C(N/N=C/c1ccc2c(c1)OCO2)c1ccccn1	i	7.1µM*	-0.9	2%	0%	?	-1.2%	?	9%
CN1CCN(c2ccc(S(=O)(=O)N3CCCCC3)cc2[N+](=O)[O-])CC1	i	-2%	0.6	5%	-4%	-7%	-0.6%	1%	0%
O=c1c2c([N+](=O)[O-])cc([N+](=O)[O-])cc2sn1-c1ccc(Br)cc1	i	-1%	0.0	1%	0%	0%	0.9%	-20%	-1%
Cc1cc(C)c2ccc(N)nc2c1O	/	-36%	1.7	-3%	-14%	?	7.0%	-13%	-1%
CN1C(=S)SC(/[N+]([O-])=C/c2cccnc2)C1(C)C (stereo not given)	?	2%	0.4	-2%	16%	1%	0.1%	-13%	5%
COC(=O)c1cn[nH]c1N	i	16%	3.4	2%	-1%	-1%	-0.3%	/	1%
CCn1c(COc2ccc(Cl)cc2)nnc1SCC(=O)Nc1ccc2c(c1)OCO2	i	-20%	1.3	-13%	-20%	-15%	2.6%	-4%	-18%
COc1ccc(/C=C/C(=O)OCC(=O)c2ccc(S(=O)(=O)N3CCCCC3)cc2)cc1OC	i	-1%	-0.2	7%	0%	-16%	-0.3%	-15%	-1%
COc1cccc2c1OCC(CN1CCN(CCC(C)C)C(CCO)C1)=C2 (stereo not given)	i	-29%	2.7	3%	-3%	-18%	0.3%	?	7%
O=C(CN1CCCN(Cc2ccccc2Cl)S1(=O)=O)NCc1ccccc1	/	0%	/	3%	-26%	/	-0.3%	14%	/
CC(NCCC1(C(C)C)CCOC(C)(C)C1)c1cccs1 (stereo not given)	i	-5%	0.5	-11%	0%	/	-0.8%	-3%	3%
O=C1CN(C(=O)COC(=O)c2cccc(OCc3ccccc3)c2)c2ccccc2N1	i	-24%	-2.4	-11%	-1%	13%	0.9%	?	1%
Nc1ccccc1-c1nnn(CC(=O)N2CCCc3ccccc32)n1	i	-23%	-1.2	0%	15%	-1%	-0.3%	4%	2%
CC1(C)C(=O)N(c2ccccc2Cl)C(=O)c2ccccc21	i	-3%	0.0	-18%	0%	-12%	-0.7%	-12%	11%
COc1ccc2oc(C(=O)N3CCN(C(c4ccccc4)c4ccccc4)CC3)c(C)c2c1	i	-7%	1.9	7%	-35%	0%	1.7%	-5%	8%

Compound profiles, from the list above. Screens in order: S2 tox, HepG2 tox, IL-2 act, A549 tox, TGFb SMAD3 inh, ATXN2 expr inh, Nrf2 activator, Nrf2 block, EPAC2 ag
Record of CCn1c(COc2ccc(Cl)cc2)nnc1SCC(=O)Nc1ccc2c(c1)OCO2 = i, -20%, 1.3, -13%, -20%, -15%, 2.6%, -4%, -18%
Record of COc1ccc2oc(C(=O)N3CCN(C(c4ccccc4)c4ccccc4)CC3)c(C)c2c1 = i, -7%, 1.9, 7%, -35%, 0%, 1.7%, -5%, 8%
Record of COC(=O)c1ccccc1NC(=O)C(C)n1nc(C)c2c(C)n(-c3ccccc3)nc2c1=O (stereo not given) = i, 5%, -0.3, 2%, -1%, /, -0.4%, -12%, 6%
Record of CN1CCN(c2ccc(S(=O)(=O)N3CCCCC3)cc2[N+](=O)[O-])CC1 = i, -2%, 0.6, 5%, -4%, -7%, -0.6%, 1%, 0%

(list continues)
SMILES	S2 tox	HepG2 tox	IL-2 act	A549 tox	TGFb SMAD3 inh	ATXN2 expr inh	Nrf2 activator	Nrf2 block	EPAC2 ag
O=C(NNS(=O)(=O)c1ccc(F)cc1)c1ccc([N+](=O)[O-])cc1	i	11%	5.1	3%	?	-4%	-0.2%	-4%	-5%
COc1ccc(NC(=O)CN(C)C2=NS(=O)(=O)c3ccccc32)cc1Cl	?	2%	0.3	-5%	0%	3%	-1.3%	-11%	5%
COC(=O)c1ccc(NC(=O)c2cccc(OC)c2)cc1	i	-34%	-3.4	0%	-16%	44%[activator]	0.4%	12%	-4%
COc1ccc(Br)cc1S(=O)(=O)Nc1ncccc1C	i	14%	-0.4	-3%	7%	/	-1.1%	-6%	-10%
COc1cc(OC)cc(N2C(=O)CSC23C(=O)Nc2ccccc23)c1 (stereo not given)	i	-20%	/	-5%	-6%	3%	-0.9%	10%	/
COc1ccc(OCC(=O)N2CCN(C(=O)c3ccccc3)CC2)cc1	i	-3%	-0.2	-1%	-3%	3%	0.4%	13%	7%
CCOC(=O)c1ccccc1NC(=O)CN(c1cccc(OC)c1)S(C)(=O)=O	i	0%	-2.0	0%	-7%	2%	0.3%	-12%	4%
COCCCNC(=O)CN(c1ccc(F)cc1)S(=O)(=O)c1ccc2c(c1)OCCO2	i	1%	-0.4	1%	-3%	4%	0.3%	8%	8%
O=C(NCCCN1CCCC1=O)c1ccc(S(=O)(=O)Nc2ccccc2)cc1	i	-1%	-2.3	-11%	-9%	-3%	-0.4%	0%	5%
NC(=O)C1CCN(C(=O)Cc2ccsc2)CC1	i	5%	-4.6	-1%	1%	1%	0.2%	5%	1%

2 records drawn at random from those above:
SMILES	S2 tox	HepG2 tox	IL-2 act	A549 tox	TGFb SMAD3 inh	ATXN2 expr inh	Nrf2 activator	Nrf2 block	EPAC2 ag
CCOC(=O)c1ccccc1NC(=O)CN(c1cccc(OC)c1)S(C)(=O)=O	i	0%	-2.0	0%	-7%	2%	0.3%	-12%	4%
O=C(NCCCN1CCCC1=O)c1ccc(S(=O)(=O)Nc2ccccc2)cc1	i	-1%	-2.3	-11%	-9%	-3%	-0.4%	0%	5%

(further entries)
SMILES	S2 tox	HepG2 tox	IL-2 act	A549 tox	TGFb SMAD3 inh	ATXN2 expr inh	Nrf2 activator	Nrf2 block	EPAC2 ag
Cc1ccc(Cl)cc1N1CCN(C(=O)CCCCCn2c(=O)[nH]c3ccccc3c2=O)CC1	/	1%	/	?	22%	/	0.5%	/	/
Cc1cc(NC(=O)CSCC(=O)Nc2nc3ccccc3s2)no1	i	-4%	-0.5	6%	9%	12%	10%	24%	3%
COc1ccc(C(=O)Nc2ccc3c(c2)C(=O)NC3=O)cc1	i	-2%	1.4	-6%	3%	-10%	-0.3%	?	-1%
C=CCN(CC=C)S(=O)(=O)c1ccc(C(=O)Nc2sc3c(c2C(N)=O)CCCCC3)cc1	i	8%	-0.5	-15%	3%	?	6.3%	?	6%
Cc1cc(S(=O)(=O)N2CCCC(C(=O)Nc3ccc(C(=O)O)cc3)C2)ccc1Cl (stereo not given)	i	-1%	0.4	-13%	6%	-4%	-0.9%	-7%	-1%
O=C(COC(=O)CCNS(=O)(=O)c1cccc(C(F)(F)F)c1)NC(=O)NC1CCCCC1	i	-7%	-3.6	1%	0%	-13%	0.0%	9%	-9%
CCCCN(C(=O)C(C)N1C(=O)c2ccccc2C1=O)c1c(N)n(CCCC)c(=O)[nH]c1=O (stereo not given)	i	2%	1.0	5%	-4%	1%	-3.4%	2%	3%
O=C(CNC(=O)c1ccc(Cl)cc1)OCc1cc(=O)n2nc(C3CCCCC3)sc2n1	i	-14%	/	9%	?	3%	-0.2%	18%	/
O=C1N/C(=N\N=C\c2cccs2)SC1Cc1cccc(Cl)c1 (stereo not given)	?	-15%	-3.0	1%	?	-29%	0.9%	-5%	4%
